Lipid storage S3: qHTS Assay for Lipid Storage Modulators in Drosophila S3 Cells; Drosophila S3 cells, BODIPY lipid droplet fluorescence, 18-24 h; cells fed with added oleic acid; 320,000 tested, 0.64% active; AID 2685; lipid storage change, negative = inhibition, % at the top dose, mostly 46.1 µM; hits show Potency in µM; active = well fitted inhibition curve with a large enough effect in the signal ratio, with a control signal flat, not every such curve was filed as active; inconclusive = small, poorly fitted or top-dose-only effect, or effect the other way, or a change in a side signal; the % refers to the signal ratio
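Drosophila S3 cells loaded with oleic acid (400 uM, as added) and compounds at several concentrations; lipid droplets imaged by 488-nm laser-scanning cytometry, 500–530 nm intensity and object ratio to cell channel. Percent activity normalized to 20 uM Triacsin C.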
Lipid storage S3 cell count max: recorded beside Lipid storage S3, whose call it bears; cell number change, %; measured here: cell count max response;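 cells counted by Cell Tracker Red CMTPX staining in the red channel; peak over a dose series mostly up to 46.1 µM; percent activity relative to internal control wells on each plate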
* = called active by the depositor; [ ] = remark or other dose. % is scaled to controls: 0 for no effect and ±100 for the full control effect; potency is read from the fitted curve at half-maximal effect.

What do the screens show for `O=C(c1ccco1)N1CCN(C(=O)C2CC(c3ccc(F)cc3)=NO2)CC1` (centres undefined)?
Lipid storage S3: 14%; Lipid storage S3 cell count max: 9

Results for Cc1cccc(C(=O)Nc2nnc(-c3ccco3)o2)c1 ?
Lipid storage S3: inactive; Lipid storage S3 cell count max: 2

Results for Cc1ccc(S(=O)(=O)N2CCN(C(=O)COC(=O)c3cnc(C)cn3)CC2)c(C)c1 ?
Lipid storage S3: inconclusive

Results for CC(C)Oc1ccc(CC2CC(=O)NC2=O)cc1 (centres undefined) ?
Lipid storage S3: inconclusive

What do the screens show for `CCOC(=O)Cc1csc(NC(=O)c2ccc(S(=O)(=O)N(CCOC)CCOC)cc2)n1`?
Lipid storage S3: -3%; Lipid storage S3 cell count max: 6

Results for Cc1ccc(C(=O)Cn2nnc3ccccc32)cc1[N+](=O)[O-] ?
Lipid storage S3: -6%; Lipid storage S3 cell count max: 15

Results for CC(C(=O)Nc1nncs1)N1C(=O)C2C3C=CC(C3)C2C1=O (centres undefined) ?
Lipid storage S3: inconclusive

How did O=C(Nc1cccnc1)c1ccc(-c2ccc(Cl)cc2)o1 do in these assays?
Lipid storage S3: -1%; Lipid storage S3 cell count max: 11

Results for CC(Oc1ccccc1)C(=O)N=C1SC2CS(=O)(=O)CC2N1Cc1ccc(F)cc1 (centres undefined) ?
Lipid storage S3: inconclusive

What do the screens show for `COc1ccc(Cl)cc1C(=O)CSc1nnnn1C1CCCC1`?
Lipid storage S3: 20%; Lipid storage S3 cell count max: -1

How did O=C(N/N=C/c1ccc([N+](=O)[O-])s1)c1ccncc1 do in these assays?
Lipid storage S3: inconclusive

How did O=S(=O)(Nc1ncnc2sc3c(c12)CCC3)c1ccc2ccccc2c1 do in these assays?
Lipid storage S3: inactive; Lipid storage S3 cell count max: 12

How did Cc1cnc(C(=O)OCc2ccc(Br)cc2F)cn1 do in these assays?
Lipid storage S3: inconclusive

Results for COc1ccc(-n2ccnc(SCC(=O)NCc3ccc(C)cc3)c2=O)cc1Cl ?
Lipid storage S3: inconclusive

Results for CC/C(C)=N\N=C\c1c(O)n(CC)c2cc(C3=NNC(=O)CC3)ccc12 ?
Lipid storage S3: 1%; Lipid storage S3 cell count max: 8

Results for CCN(CC)S(=O)(=O)c1ccc(N=N/C(C(C)=O)=C(/C)O)cc1 ?
Lipid storage S3: inconclusive

How did O=S(=O)(NCc1ccccc1)c1ccc(-n2cccn2)cc1 do in these assays?
Lipid storage S3: inactive; Lipid storage S3 cell count max: -18

How did Cc1ccc(C(=O)NCC(=O)NCc2cc(=O)n(C)c(=O)n2C)cc1C do in these assays?
Lipid storage S3: inconclusive

How did CCOC(=O)C1CCN(c2c(-c3ccccc3)c3cc(Cl)ccc3[nH]c2=O)CC1 do in these assays?
Lipid storage S3: 10%; Lipid storage S3 cell count max: 6

How did Brc1ccc2c(c1)OCCOCCOCCOCCOCCO2 do in these assays?
Lipid storage S3: 10%; Lipid storage S3 cell count max: 2

Results for Fc1ccc(Nc2nc(N/N=C/c3ccco3)nc(N3CCCCC3)n2)cc1 ?
Lipid storage S3: inconclusive

Results for CCc1nc(NCCN2CCOCC2)c(C#N)c2c1CCCC2 ?
Lipid storage S3: inconclusive

How did O=C(Cn1[nH]c(=O)c2ccccc2c1=O)NCc1cccnc1 do in these assays?
Lipid storage S3: 11%; Lipid storage S3 cell count max: -8

How did CC1=C(C(=O)OC2CCCCCCC2)C(c2cccc(O)c2)NC(=O)N1 (centres undefined) do in these assays?
Lipid storage S3: inconclusive

How did COC(=O)/C=C1\S/C(=N/N=C/c2ccco2)NC1=O do in these assays?
Lipid storage S3: 2%; Lipid storage S3 cell count max: 1

What do the screens show for `CC(C)N=C(Nc1ccc(Cl)cc1)c1cccnc1`?
Lipid storage S3: 2%; Lipid storage S3 cell count max: 3

What do the screens show for `COC(=O)c1cc2nc(-c3ccc(OC)c(OC)c3)cc(C(F)(F)F)n2n1`?
Lipid storage S3: inconclusive

Results for Cc1ccc(SC(CC(=O)c2ccc(C(C)(C)C)cc2)C(=O)O)cc1 (centres undefined) ?
Lipid storage S3: inconclusive

Results for O=C(Nc1ccc(C(=O)O)cc1)/C(=C\c1ccc2c(c1)OCO2)NC(=O)c1ccco1 ?
Lipid storage S3: inconclusive

Results for O=C(Nc1ccccc1F)C(=Cc1sc(N2CCOCC2)nc1-c1ccccc1)C(=O)Nc1ccccc1F ?
Lipid storage S3: -8%; Lipid storage S3 cell count max: -20

Results for O=C(COC(=O)Cc1ccc(Cl)cc1)NCCc1ccccc1 ?
Lipid storage S3: inconclusive

What do the screens show for `CS(=O)(=O)Nc1ccc(C2=NN(C(=O)CCCC(=O)O)C(c3cccs3)C2)cc1` (centres undefined)?
Lipid storage S3: inactive; Lipid storage S3 cell count max: 29

How did CCOC(=O)Cn1nc(C)n(-c2c(C)cccc2C)c1=O do in these assays?
Lipid storage S3: inconclusive

What do the screens show for `N#Cc1nc(COc2ccccc2F)oc1NCc1ccc(F)cc1`?
Lipid storage S3: inconclusive

Results for COc1ccc(N2CCN(C(=O)c3ccc4c(=O)n(CC5CCCO5)c(=O)[nH]c4c3)CC2)cc1 (centres undefined) ?
Lipid storage S3: -6%; Lipid storage S3 cell count max: -16

What do the screens show for `CCC(=O)N1CCN(c2ccccc2NC(=S)NC(=O)c2ccco2)CC1`?
Lipid storage S3: inconclusive

What do the screens show for `COc1ccc(Cl)cc1-n1c(C)cc(C=O)c1C`?
Lipid storage S3: inconclusive

What do the screens show for `C=CCOc1cccc(C2c3c(oc4ccccc4c3=O)C(=O)N2c2ccccn2)c1` (centres undefined)?
Lipid storage S3: -3%; Lipid storage S3 cell count max: 12

How did O=C(CN(Cc1ccccc1Cl)C(=O)CNS(=O)(=O)c1ccc(F)cc1)NCC1CCCO1 (centres undefined) do in these assays?
Lipid storage S3: inconclusive

Results for CCCC(O)(c1ccc(OC)cc1)C(CN(C)C)c1ccccc1 (centres undefined) ?
Lipid storage S3: inconclusive

What do the screens show for `CCOC(=O)c1cn(CC)c2cc(F)c(F)cc2c1=O`?
Lipid storage S3: inconclusive

Results for O=C(/C=C/c1ccccc1Cl)N1CCCN(C(=O)/C=C/c2ccccc2Cl)CC1 ?
Lipid storage S3: 12%; Lipid storage S3 cell count max: -9

Results for COc1ccc(N2CCN(C(=O)c3ccc(CNc4c(N5CCOCC5)c(=O)c4=O)cc3)CC2)cc1 ?
Lipid storage S3: inconclusive

What do the screens show for `S=C(Nc1cccc(Cl)c1)Nc1ccc2c(c1)OCCO2`?
Lipid storage S3: inconclusive

What do the screens show for `COc1ccc(-c2cc(C(=O)N3CCN(c4ccc(F)cc4)CC3)no2)cc1`?
Lipid storage S3: inconclusive

How did Cc1cc(=O)c(C(=O)Nc2cccc(N3CCCC3=O)c2)nn1-c1ccccc1Cl do in these assays?
Lipid storage S3: inconclusive

What do the screens show for `Cc1ccc(C(=O)NCc2nnc(SCC(=O)NC(C)c3ccccc3)n2C)cc1` (centres undefined)?
Lipid storage S3: 0%; Lipid storage S3 cell count max: -8

How did O=C(CNc1cc(S(=O)(=O)N2CCOCC2)ccc1NCC1CCCO1)Nc1ccccc1F (centres undefined) do in these assays?
Lipid storage S3: inconclusive

Some of these compounds in order of molecular weight, highest first.
How did O=C(CNc1cc(S(=O)(=O)N2CCOCC2)ccc1NCC1CCCO1)Nc1ccccc1F (centres undefined) do in these assays?
Lipid storage S3: inconclusive

Results for COc1ccc(N2CCN(C(=O)c3ccc(CNc4c(N5CCOCC5)c(=O)c4=O)cc3)CC2)cc1 ?
Lipid storage S3: inconclusive

Results for O=C(/C=C/c1ccccc1Cl)N1CCCN(C(=O)/C=C/c2ccccc2Cl)CC1 ?
Lipid storage S3: 12%; Lipid storage S3 cell count max: -9

What do the screens show for `Cc1ccc(C(=O)NCc2nnc(SCC(=O)NC(C)c3ccccc3)n2C)cc1` (centres undefined)?
Lipid storage S3: 0%; Lipid storage S3 cell count max: -8

What do the screens show for `COc1ccc(Cl)cc1-n1c(C)cc(C=O)c1C`?
Lipid storage S3: inconclusive

Continued.
What do the screens show for `COc1ccccc1/C=C/C(=O)c1ccc(Cl)cc1`?
Lipid storage S3: 4.6µM*; Lipid storage S3 cell count max: 2.0*

How did COc1ccccc1CNC(=O)COC(=O)c1ccc(S(=O)(=O)N2CCCC2)cc1 do in these assays?
Lipid storage S3: 18%; Lipid storage S3 cell count max: -13

How did Cc1nn(-c2ccccc2)c(C)c1C(=O)OCC(=O)NC(=O)NC1CCCC1 do in these assays?
Lipid storage S3: -4%; Lipid storage S3 cell count max: -9

What do the screens show for `CCOc1ccccc1CNC(=O)CCCn1ncn2c(cc3occc32)c1=O`?
Lipid storage S3: 29µM*; Lipid storage S3 cell count max: -5.4*

What do the screens show for `CCc1cc(=O)oc2cc(C)cc(OC(C)C(=O)NC3CCN(Cc4ccccc4)CC3)c12` (centres undefined)?
Lipid storage S3: 0%; Lipid storage S3 cell count max: 8

Results for COc1ccc(N/C=C2/Sc3ccccc3NC2=O)cc1 ?
Lipid storage S3: inconclusive

How did CCOC(=O)C1=C(COC(=O)CC(C)c2ccccc2)NC(=O)NC1C (centres undefined) do in these assays?
Lipid storage S3: 18%; Lipid storage S3 cell count max: 16

How did COc1cc2nc(=S)n(CCCN3CCOCC3)c(N)c2cc1OC do in these assays?
Lipid storage S3: inconclusive

How did CCOc1ccc(NC(=O)CCC(=O)OC)cc1 do in these assays?
Lipid storage S3: inconclusive

Results for Nc1ccc(Oc2cc(N)cc(Oc3ccccc3)c2)cc1 ?
Lipid storage S3: -4%; Lipid storage S3 cell count max: 0

Results for O=C(O)C1CCCCC1C(=O)Nc1ccc(S(=O)(=O)N2CCCCC2)cc1 (centres undefined) ?
Lipid storage S3: inconclusive

How did COc1ccccc1CNC(=O)COC(=O)Cc1cccc(F)c1 do in these assays?
Lipid storage S3: inconclusive

Reprinted from the part before: 2 compounds; new compounds follow.
Results for O=C(O)C1CCCCC1C(=O)Nc1ccc(S(=O)(=O)N2CCCCC2)cc1 (centres undefined) ?
Lipid storage S3: inconclusive

How did COc1ccccc1CNC(=O)COC(=O)Cc1cccc(F)c1 do in these assays?
Lipid storage S3: inconclusive

What do the screens show for `CN1CCN(C(=O)C2CCN(S(=O)(=O)c3ccccc3[N+](=O)[O-])CC2)CC1`?
Lipid storage S3: inconclusive

Results for CCc1ccc(OCC(=O)NNC(=O)Cc2ccc(S(=O)(=O)N3CCOCC3)s2)cc1 ?
Lipid storage S3: 10%[0.0737 µM]; Lipid storage S3 cell count max: -19

Results for CC(C)(C)c1ccc(-n2ncc3c2CCCC3NC(=O)CCN2CCCO2)cc1 (centres undefined) ?
Lipid storage S3: inconclusive

What do the screens show for `O=C(CSc1ccccc1F)NNC(=O)c1ccncc1`?
Lipid storage S3: -21%; Lipid storage S3 cell count max: 1

How did Cn1cnnc1Sc1ccc(C(=O)OCC(=O)Nc2cc(Cl)cc(Cl)c2)cc1[N+](=O)[O-] do in these assays?
Lipid storage S3: 8%; Lipid storage S3 cell count max: 10

How did Cc1onc(-c2ccccc2Cl)c1C(=O)N1CCc2ccccc21 do in these assays?
Lipid storage S3: inactive

How did CC(OC(=O)c1ccc(Cl)c(S(=O)(=O)N2CCOCC2)c1)C(=O)Nc1ccc(S(N)(=O)=O)cc1 (centres undefined) do in these assays?
Lipid storage S3: inconclusive

What do the screens show for `Cn1nnnc1SCCNCC#Cc1ccccc1`?
Lipid storage S3: inconclusive

What do the screens show for `COc1ccccc1CNC(=O)c1ccc(OC(F)F)c(OC)c1`?
Lipid storage S3: -2%; Lipid storage S3 cell count max: -9

Results for OCC1(CO)COC(c2ccccc2)=N1 ?
Lipid storage S3: inconclusive

What do the screens show for `O=C1CCCN1CCCNCC(O)c1ccccc1` (centres undefined)?
Lipid storage S3: 7%; Lipid storage S3 cell count max: 15

How did CN1CC=C2C(C#N)=C(N)C(C#N)(C#N)C(c3cccc(Cl)c3Cl)C2C1 (centres undefined) do in these assays?
Lipid storage S3: inconclusive

Results for O=C(NC1CCCc2ccccc21)C1CCCO1 (centres undefined) ?
Lipid storage S3: inconclusive

Results for O=C(NCCc1ccc(C(F)(F)F)cc1)C1CCC(=O)N(CCc2cccc(F)c2)C1 (centres undefined) ?
Lipid storage S3: inconclusive

What do the screens show for `CCN(CC)S(=O)(=O)c1cccc(NC(=O)COc2ncnc3sccc23)c1`?
Lipid storage S3: inconclusive

How did Cc1ccccc1S(=O)(=O)Cc1ccc(C(=O)NC2CCCCC2C)o1 (centres undefined) do in these assays?
Lipid storage S3: inactive

What do the screens show for `COc1ccc2nc3sc(C(=O)NCc4cccs4)c(N)c3cc2c1`?
Lipid storage S3: inconclusive

What do the screens show for `Cc1ccccc1C(=O)NC(NC(=O)c1ccccc1C)c1cccc([N+](=O)[O-])c1`?
Lipid storage S3: inconclusive

How did Cc1ccc(C)c(-c2cc(C(=O)NCc3cccs3)c3ccccc3n2)c1 do in these assays?
Lipid storage S3: inconclusive

Results for CN(C)CC(C)(C)CNC(C(=O)Nc1ccc(Cl)cc1C(F)(F)F)c1ccccc1 (centres undefined) ?
Lipid storage S3: inconclusive

Results for CCCc1nnc(SCC(=O)N2CCCC2)n1Cc1ccco1 ?
Lipid storage S3: -6%; Lipid storage S3 cell count max: -5

Source: PubChem

A portion of the library (hit frequency here may not be typical).
